GPR7 antagonist: antagonists of human GPR7 (neuropeptides B/W receptor 1); inhibition, % at 4.4 µM; P48145; GPR7-expressing cells, fluorescence antagonist assay; 1.1% of 290,000 active; in the data active = inhibition above about 16%, passing the limit was not always enough;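 note: cells stimulated with the agonist NPW; 0% = agonist with vehicle and 100% = vehicle without agonist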
Target sequence (P48145 whole entry, looked up): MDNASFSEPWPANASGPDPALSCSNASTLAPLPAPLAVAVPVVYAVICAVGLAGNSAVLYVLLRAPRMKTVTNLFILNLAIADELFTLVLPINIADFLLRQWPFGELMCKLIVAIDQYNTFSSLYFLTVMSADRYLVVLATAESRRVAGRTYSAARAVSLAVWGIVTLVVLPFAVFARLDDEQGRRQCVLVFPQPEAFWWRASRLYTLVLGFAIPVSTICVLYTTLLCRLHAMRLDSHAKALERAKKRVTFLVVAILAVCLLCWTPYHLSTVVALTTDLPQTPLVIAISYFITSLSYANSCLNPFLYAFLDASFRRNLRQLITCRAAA
IDE cell activ: IDE (human) activation, cell-based; 0.073% of 340,000 active; P14735; activation, % at 5.96 µM; AID 493087; HEK cells, FAbeta-B cleavage, fluorescence polarization; 0% vehicle, 100% cell-free pure enzyme wells;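 active = activation above the mean of all tested compounds plus 3 SD, set per screening campaign, cut at about 17% in these data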
PfM18AAP inh: PfM18AAP enzyme inhibition; recombinant PfM18AAP, H-Glu-NHMec fluorogenic cleavage; inhibition, % at 7.35 µM; 1.2% of 290,000 active; AID 1822;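 active = inhibition above the campaign mean inhibition over all tested compounds plus 3 SD, cut at about 28% in these data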;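 note: 0% = plate median of test compound wells and 100% = 2 mM ZnCl2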
NALP1 inh: NALP1 inhibition. S. cerevisiae NALP1/ASC/caspase-1 growth, X-gal OD620, 72 h. inhibition, % at 10 µM. 0.61% of 280,000 active. AID 2071; in the data active = inhibition mostly above about 24%, no sharp cut-off; inactive = mostly below about 32%; note: some compounds called inactive have numbers as strong as hits
IDE inh: inhibits human insulin-degrading enzyme in HEK cells; P14735; FAbetaB cleavage, fluorescence polarization; inhibition, % at 5.59 µM; 0.41% of 320,000 active;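 active = percent inhibition above the average of all tested compounds plus 3 SD, set per screening campaign, cut at about 16% in these data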;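 note: IDE supplied by intact live HEK cells; FP after avidin binding of uncleaved biotin substrate so inhibition keeps polarization high; 0% = DMSO wells and 100% = 60 µM reference IDE inhibitor Ii1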
VIM-2 inhibitor: inhibitors of Pseudomonas aeruginosa VIM-2 metallo-beta-lactamase; purified VIM-2, nitrocefin hydrolysis, epi-absorbance fluorescence; inhibition, % at 5.6 µM; 0.89% of 290,000 active;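 active = inhibition above the mean of all tested compounds plus 3 SD, cutoff set per screening run, cut at about 7.5% in these data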;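 note: red hydrolysis product quenches plate fluorescence so inhibitors raise well fluorescence; 0% = enzyme with DMSO and 100% = DMSO without enzyme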
IMP-1 inh: blocks Pseudomonas aeruginosa IMP-1 metallo-beta-lactamase; purified IMP-1, nitrocefin hydrolysis, epi-absorbance fluorescence; inhibition, % at 5.6 µM; 0.45% of 290,000 active; AID 1556;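 active = inhibition above the mean plus 3 SD of all compounds in the same screening run, cut at about 4.5% in these data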;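 note: 0% = IMP-1 with DMSO and 100% = DMSO wells lacking enzyme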
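System: Purified recombinant IMP-1 metallo-beta-lactamase enzyme | Measured by: Fluorescence quenching readout, ex 480/em 530 nm | Replication: Singlicate | Incubation: 15 min preincubation plus 25 min reaction at 25 °C | Evaluation: Percent inhibition from optical density relative to buffer-blank wells | Benchmarks: DMSO with and without IMP-1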
PHOSPHO1 inh: blocks human PHOSPHO1 phosphatase activity | Q8TCT1 | inhibition, % at 13.3 µM | recombinant PHOSPHO1, absorbance phosphatase assay | 1.1% of 290,000 active; in the data active = inhibition above about 60%
Target sequence (Q8TCT1 whole entry, looked up): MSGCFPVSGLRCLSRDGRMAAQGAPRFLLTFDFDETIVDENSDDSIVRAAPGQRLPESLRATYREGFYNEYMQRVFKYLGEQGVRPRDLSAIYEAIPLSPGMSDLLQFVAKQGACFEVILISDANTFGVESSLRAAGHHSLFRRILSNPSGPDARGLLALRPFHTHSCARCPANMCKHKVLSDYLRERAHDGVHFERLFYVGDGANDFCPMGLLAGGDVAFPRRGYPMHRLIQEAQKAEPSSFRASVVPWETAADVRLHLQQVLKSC
p-CIP stab down: p/CIP protein destabilization; 0.01% of 290,000 active; F442A p/CIP-EGFP cells, EGFP fluorescence, 16 h; decrease of EGFP signal, % at 10 µM;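 active = EGFP signal decrease of at least 30% at 10 µM or well 3 SD below plate mean, unless failing retest; inactive = the rest, including hits failing retest or dose response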; note: some compounds called inactive have numbers as strong as hits; many of its hits are not listed in these tables
Numbers without * were called inactive; . = no result given.

SMILES	GPR7 antagonist	IDE cell activ	PfM18AAP inh	NALP1 inh	IDE inh	VIM-2 inhibitor	IMP-1 inh	PHOSPHO1 inh	p-CIP stab down
CCCCCn1c(N)c(C(=O)NCCN2CCOCC2)c2nc3ccccc3nc21	-8	0	14	4	4	-1.9	-5.4	32	0
CC1(C)CC(=O)C(C=NCCN2CCN(C(=O)Cc3ccccc3)CC2)=C(O)C1	-6	5	1	2	0	-1.9	1.2	3	0
O=CC(Cl)P(=O)(N1CCOCC1)N1CCOCC1 (stereo unspecified)	-19	-6	2	-33	-8	-1.5	-2.5	24	0
c1cc(CCN2CCCC2)ccn1	-5	4	-9	12	4	1.8	-0.6	12	14
COc1cccc(N2C(=O)NC(=O)/C(=C/c3ccc4c5c(cccc35)CC4)C2=O)c1	-6	.	10	16	-1	0.4	-0.8	1	1
Cc1c(-c2cccc(Cl)c2)nc2ccccc2c1C(=O)N1CCC2(CC1)OCCO2	-4	0	-9	19	0	0.6	-1.9	34	-11
COc1cc(OC)c(OC)cc1CN1CCN(C(=O)Cc2ccccc2)CC1	0	4	3	11	5	-1.6	-1.5	25	3
Cc1ccc(N)c(C(=O)c2ccc(Br)cc2)c1	-8	-1	-2	4	-2	0.9	-0.6	16	-4
CCC1C2Cn3c(nc4ccccc43)C1N(C)O2 (stereo unspecified)	.	-3	.	.	3	.	.	35	2
N#CC(C#N)=Cc1ccc(-c2ccccc2)o1	-2	.	-1	35	0	-3.1	-0.6	18	-2
Cc1cc(OC(C)C(=O)NCc2ccncc2)c2c3c(c(=O)oc2c1)CCCC3 (stereo unspecified)	10	-1	6	14	2	26*	3.1	-4	-12
CC(=NCCC1=CCCCC1)c1c(O)n(C)c(=O)n(C)c1=O	-6	-6	-6	10	-2	-0.3	-0.6	6	-19
Cc1[nH]c2c(C(F)(F)F)cccc2c1CCN	-5	-1	-6	16	-9	-2.2	-4.0	22	2
CCC(=NCc1ccco1)c1c(O)[nH]c(=O)[nH]c1=O	-4	0	1	9	3	-2.2	-2.1	32	-3
Cc1ccc(S(=O)(=O)N2CCC(C(=O)N3CCC4(CC3)OCCO4)CC2)cc1	7	8	-2	10	7	-0.9	-2.0	21	-13
CC(C(=O)c1c[nH]c2ccccc12)N1CCc2ccccc2C1 (stereo unspecified)	22*	-4	-2	16	8	-2.5	0.1	10	-9
Fc1cccc(CNCCc2c[nH]c3ccccc23)c1	13	2	2	17	0	-1.0	1.2	24	0
ClCCN1CCN(c2ccnc3cc(Cl)ccc23)CC1	-12	-8	2	23	-1	1.8	2.8	50	4
CCN1CCN(c2ccc(N)cc2C)CC1	1	3	-5	18	2	0.3	-3.6	-8	-3
Cc1ccc(OCCn2cccc2/C=C2/C(=O)NC(=O)N(Cc3ccco3)C2=O)cc1	-7	-4	5	.	3	-2.4	-1.3	18	-8
O=C(Cn1c2c(c(-c3ccccc3Cl)cc1=O)CCC2)N1CCC2(CC1)OCCO2	-8	3	2	15	-1	-2.2	0.9	7	-16
CC1(C)OC(c2ccccc2)=C/C(=C/C=C2C(=O)NC(=S)NC2=O)O1	-5	.	10	4	21*	-0.1	0.7	25	-81
O=C(C[N+]12CCC(CC1)C(CO)C2)c1ccc(Br)cc1 (stereo unspecified)	-5	-3	-9	14	-1	-0.6	-2.7	.	-3
O=C1C2CCCN2C(c2cccnc2)N1c1nccs1 (stereo unspecified)	-10	2	4	-22	2	-5.2	-5.3	18	-12
CN(C)C(=O)Oc1ccnc2cc(Cl)ccc12	-7	5	0	2	2	1.0	-1.5	12	-5
COc1ccc(CC(=O)N2C[C@H]3C[C@@H](C2)c2cccc(=O)n2C3)cc1	4	1	-1	3	4	-2.5	-2.5	8	0
O=c1[nH]c(=S)n(-c2cccc(Cl)c2)c(O)c1C=NCCN1CCNCC1	-5	1	2	4	0	-4.4	-3.2	39	-10
CCOC(=O)C1C(=O)NC2(C)CC1c1cc(OC)ccc1O2 (stereo unspecified)	5	4	-7	14	1	-0.8	0.5	-4	13
COc1ccc(/C=C/C(=O)NC(=S)N2C[C@H]3C[C@H](C2)c2cccc(=O)n2C3)cc1	-7	8	2	8	14	-2.1	-3.7	29	-8
Cc1ccnc(-n2c(C)cc(C=C3C(=O)N(C)C(=S)N(C)C3=O)c2C)c1	-9	2	8	9	3	0.8	4.3	48	-4

One compound at a time (already shown).
Listed for CC(C(=O)c1c[nH]c2ccccc12)N1CCc2ccccc2C1 (stereo unspecified) : GPR7 antagonist = 22*; IDE cell activ = -4; PfM18AAP inh = -2; NALP1 inh = 16; IDE inh = 8; VIM-2 inhibitor = -2.5; IMP-1 inh = 0.1; PHOSPHO1 inh = 10; p-CIP stab down = -9
Listed for CN(C)C(=O)Oc1ccnc2cc(Cl)ccc12 : GPR7 antagonist = -7; IDE cell activ = 5; PfM18AAP inh = 0; NALP1 inh = 2; IDE inh = 2; VIM-2 inhibitor = 1.0; IMP-1 inh = -1.5; PHOSPHO1 inh = 12; p-CIP stab down = -5

Next compounds follow:
SMILES	GPR7 antagonist	IDE cell activ	PfM18AAP inh	NALP1 inh	IDE inh	VIM-2 inhibitor	IMP-1 inh	PHOSPHO1 inh	p-CIP stab down
C[C@H]1O[C@@H](OC2CC[C@]3(C=O)[C@H]4CC[C@]5(C)[C@@H](C6=CC(=O)OC6)CC[C@]5(O)[C@@H]4CC[C@]3(O)C2)CC2OC(C)(C)OC21 (stereo partly specified)	4	3	-3	-5	-5	-3.0	-2.8	23	-6
CCOC(=O)C1=C(C)OC(N)=C(C(=O)OC)C12C(=O)Nc1ccc(Br)cc12 (stereo unspecified)	3	3	-5	6	8	-3.9	-4.2	11	4
COc1ccc(/C=C/C2=CCN(C)CC2)cc1	-4	5	-6	9	5	0.1	-1.5	47	-9
CCN1CCN(Cc2ccc(C)cc2C)CC1	-2	-2	-5	20	6	-3.9	-2.8	-3	-6
CCc1ccc(C(=O)C23CN4CN(CN(C4)C2)C3)cc1	-17	5	0	6	-5	-6.4	-3.0	1	-3
COc1ccc(CN2CC3CC(C2)c2cccc(=O)n2C3)cc1OC (stereo unspecified)	-4	-3	-3	4	-2	-3.0	-4.1	6	-3
O=c1[nH]c(=S)n(C2CC2)c(O)c1C=NCC1CCCO1 (stereo unspecified)	-12	10	-16	-12	6	-0.3	-2.1	4	0
Cn1c(O)c(C(=O)c2ccccc2)c(=O)n(C)c1=O	-10	3	4	.	4	-1.2	-3.5	6	-3
Cc1cccc(C)c1NC(=O)CN(C)CC(=O)Nc1ccc(C#N)c(Cl)c1	8	0	2	13	-4	-2.5	-1.7	-5	-22
N#CCCn1cc(C(=O)Nc2ccc(F)cc2)c(-c2ccc([N+](=O)[O-])cc2)n1	-7	-3	5	-5	3	-1.8	-2.1	29	-18
C[C@H]1CCC[C@@H](O)CCC/C=C/c2cc(O)cc(O)c2C(=O)O1	-10	1	7	-18	-1	-3.0	-4.6	7	19
CCCCCCN1CCN(c2ccc(Cl)cc2)CC1	-5	-6	-10	-1	1	0.8	0.2	32	-4
O=c1[nH]c(=S)n(C2CC2)c(O)c1C=Nc1ccc2c(c1)OCO2	-9	5	8	.	3	-3.1	-2.9	27	-1
Cc1cc(N)n(C2CCN(C)CC2)n1	0	5	4	-6	1	2.5	1.1	-4	-5
CN1CCC(O)(c2ccc(Cl)cc2)C(C(=O)c2ccc(Cl)cc2)C1 (stereo unspecified)	-7	2	17	5	2	-2.6	-3.4	35	28
CC(=O)N1CCC2(CC1)CC(=O)c1cc(OCC(=O)N3CCC4(CC3)OCCO4)ccc1O2	-1	4	-3	15	0	0.0	-1.8	4	3
O=C(c1cnn2c(C(F)(F)F)cc(-c3ccccc3)nc12)N1CCC2(CC1)OCCO2	-6	7	3	-9	2	-3.7	-3.9	-4	10
CCOC(=O)N(C)c1ccc(C(O)(C(=O)OCC)C(F)(F)F)cc1 (stereo unspecified)	-3	2	0	11	-8	-1.2	-2.6	7	-2
CC1CN=C(Nc2ccc(F)c(Cl)c2)S1 (stereo unspecified)	-21	-1	-9	15	3	-4.8	-2.9	16	-3
CN1C(=O)C(=Cc2sc(=O)n(-c3ccccc3)c2N2CCCCC2)C(=O)N(C)C1=O	-6	-28	-6	-2	.	0.8	1.2	16	-71
CC(C)NC(=O)c1ccc(N2CC3CC(C2)c2cccc(=O)n2C3)c([N+](=O)[O-])c1 (stereo unspecified)	-7	3	-8	2	11	-0.5	-1.6	-3	-4
CCn1c(C(=O)N2CCC(C(=O)N3CCC4(CC3)OCCO4)CC2)cc2sccc21	1	5	-2	-4	-2	-1.5	-3.2	21	-4
CCCn1c(C(=O)c2ccc(OC)cc2)nc2ccccc21	-2	-4	-4	2	4	-0.7	-1.9	24	-14
CCOc1c(P(=S)(N(C)C)N(C)C)c(C)nn1-c1ccccc1	12	2	0	34	3	-2.0	-3.2	0	7
CC1CCCCN1Cc1ccc(Cl)nc1 (stereo unspecified)	-10	11	-1	16	-3	-0.2	-1.2	26	9
O=c1[nH]c2ccccc2n1CCCN1CCC(n2c(=O)[nH]c3cc(Cl)ccc32)CC1	-9	3	4	16	5	-1.4	-1.7	1	-3
C=Cn1ccnc1P(=S)(c1ccn(C)c1)c1nccn1C=C	-6	-4	3	5	3	-4.0	-3.5	12	9
COCCOC(=O)C1=C(N)Oc2c(c(=O)oc3ccccc23)[C@@]12C(=O)Nc1ccccc12	.	0	.	6	-2	.	.	48	-3
COCCNCCOc1ccc(C(C)(C)c2ccccc2)cc1	8	3	-7	54	1	-1.4	-1.9	-10	-10
CC(=O)Nc1nnc(CCN(CCc2nnc(NC(C)=O)s2)[N+](=O)[O-])s1	32*	3	1	.	2	2.7	1.1	47	-10
O=C1/C(=C\c2ccc(Cl)c(Cl)c2)N2CCC1CC2	-10	0	0	24	3	-0.4	0.1	43	-6
O=C(NCC(c1cccnc1)N1CCOCC1)Oc1ccccc1 (stereo unspecified)	8	3	-1	4	9	-4.8	-2.4	2	3

Bioassay records deposited in PubChem BioAssay by several laboratories.

Some of the compounds tested; rates above refer to the full screens.
